Screening results from PubChem.
D1 potentiator = enhances dopamine response at the human D1 receptor. P21728. HEK293 TREx D1 cells, calcium flux, dopamine EC20 potentiation. potentiation, % at 10 µM. hit rate 0.036% among 360,000. AID 504651; in the data active = potentiation above about 30%; note: 0% is about no effect
D1 antagonist = antagonists of human D1 dopamine receptor; hit rate 3.2% among 360,000; P21728; HEK293 TREx D1 cells, calcium flux, dopamine EC80; hits give low values; activity change, negative = inhibition, % at 10 µM; AID 504652; in the data active = activity change below about -30%; note: % is set by controls: 0 for no effect and ±100 for the full control effect
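Tetracycline-induced HEK293 T-REx cells with force-coupled D1 receptor were loaded with a no-wash calcium dye. Compound was added after a 10 s baseline and read kinetically for 180 s; EC80 dopamine was then added and calcium flux followed another 180 s.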
D2 PAM = positively modulates the human D2 dopamine receptor allosterically; HEK293 T-REx D2, calcium flux, EC20 dopamine potentiation; potentiation, % at 10 µM; hit rate 0.34% among 340,000; P14416;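 active = potentiation over 3 SD above the plate norm, cut at about 30% in these data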; note: 0% is about no effect
Target sequence (P14416 whole entry, looked up): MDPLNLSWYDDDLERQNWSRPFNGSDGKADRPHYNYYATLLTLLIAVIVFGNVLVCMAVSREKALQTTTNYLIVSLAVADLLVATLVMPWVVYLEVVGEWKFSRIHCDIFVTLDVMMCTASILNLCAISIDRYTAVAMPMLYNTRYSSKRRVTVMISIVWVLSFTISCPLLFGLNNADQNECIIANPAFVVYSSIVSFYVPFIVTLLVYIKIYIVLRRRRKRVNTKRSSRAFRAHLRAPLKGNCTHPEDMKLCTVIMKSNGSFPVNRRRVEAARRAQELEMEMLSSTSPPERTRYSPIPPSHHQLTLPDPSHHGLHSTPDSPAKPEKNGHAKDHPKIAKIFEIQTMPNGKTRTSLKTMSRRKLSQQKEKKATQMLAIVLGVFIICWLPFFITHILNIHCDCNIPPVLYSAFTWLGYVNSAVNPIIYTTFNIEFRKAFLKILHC
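Tetracycline-induced Hek293 Trex D2 cells, force-coupled to calcium, loaded with no-wash calcium dye. Compound added with 180 s kinetic read for agonism, then EC20 dopamine and a further 180 s read for potentiation.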
D2 ag = agonists of human D2 dopamine receptor | activation, % at 2 µM | HEK293 T-REx D2 cells, calcium flux agonist mode | AID 485358 | P14416 | hit rate 0.53% among 340,000;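 active = activation over 3 SD above normal in the single-dose calcium agonist read, cut at about 30% in these data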; note: 0% is about no effect
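Tetracycline-induced HEK293 T-REx cells with force-coupled D2 receptor, plated overnight at 30 C, loaded with no-wash calcium dye. After a 10 s baseline, compound was pin-added and calcium flux read kinetically for 180 s; calcium rises flagged agonists.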
D1 ag = human D1 receptor agonism. P21728. HEK293 T-REx D1 cells, calcium flux, agonist mode. activation, % at 2 µM. hit rate 1% among 360,000. AID 504660; note: 0% is about no effect
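Inducible HEK293 T-REx D1 cells, force-coupled to calcium signalling, were plated at 4000 cells/well with tetracycline and held overnight at 30 C. After no-wash calcium dye loading, compound-evoked calcium rise over 180 s flagged agonists.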
TRHR ag = agonists of human TRH receptor; AID 493084; P34981; activation, % at 2 µM; TRHR cells, calcium flux fluo-8, FDSS agonist mode; hit rate 0.18% among 360,000; note: 0% is about no effect
Target sequence (P34981 whole entry, looked up): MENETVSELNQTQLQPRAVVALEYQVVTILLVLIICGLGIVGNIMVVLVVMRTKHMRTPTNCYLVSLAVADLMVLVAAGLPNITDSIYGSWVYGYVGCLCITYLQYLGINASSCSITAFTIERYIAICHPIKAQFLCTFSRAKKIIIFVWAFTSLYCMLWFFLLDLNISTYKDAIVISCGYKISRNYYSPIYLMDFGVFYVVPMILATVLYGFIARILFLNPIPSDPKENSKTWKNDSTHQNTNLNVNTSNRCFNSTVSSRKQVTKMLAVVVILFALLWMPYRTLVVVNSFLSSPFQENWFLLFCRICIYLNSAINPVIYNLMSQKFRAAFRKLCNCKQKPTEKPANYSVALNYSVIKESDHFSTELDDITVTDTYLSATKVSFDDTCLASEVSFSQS
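In this calcium-flux screen, cells bearing human TRHR are dye-loaded with fluo-8, baselined for 10 cycles, then exposed to library compounds; positive kinetic calcium responses during the agonist phase mark hits, with TRH as control.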
D2 antagonist = D2 dopamine receptor (human) antagonism; P14416; HEK293 TREx D2 cells, calcium flux, dopamine EC80; inhibition, % at 10 µM; hit rate 2% among 340,000; in the data active = inhibition above about 30%; note: 0% is about no effect
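In this primary screen, negative modulation is detected by tracking calcium flux after an EC80 dopamine challenge in inducible HEK293 T-REx D2 cells preexposed to test compound for 180 s.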
RXFP1 antag = blocks the human relaxin receptor RXFP1; Q9HBX9; HEK293-RXFP1, relaxin-stimulated cAMP HTRF, 30 min; hits give low values; activity change, negative = inhibition, % at 57.5 µM; hit rate 0.59% among 350,000;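 active = activity change of -60% or lower, but not beyond a set lower limit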; note: % is set by controls: 0 for no effect and ±100 for the full control effect
TRHR enhancer = allosterically enhances the human TRH receptor. P34981. TRHR cells, fluo-8 calcium fluorescence, EC20 TRH enhancement. enhancement, % at 2 µM. hit rate 0.66% among 360,000. AID 493056; in the data active = enhancement above about 30%; note: 0% is about no effect
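TRHR-expressing cells loaded with fluo-8 calcium dye were read kinetically (ex 480/em 530) during compound addition, then stimulated with an EC20 of TRH (10 nM final). Enhancement of the Gq-mediated intracellular calcium response was scored.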
The depositor's hits bear a star; . = no result given. Cut-off read from the data, not from the text of the source, unless noted: active = activation above about 30%; inactive = the rest.

| # | SMILES | D1 potentiator | D1 antagonist | D2 PAM | D2 ag | D1 ag | TRHR ag | D2 antagonist | RXFP1 antag | TRHR enhancer |
| --- | --- | --- | --- | --- | --- | --- | --- | --- | --- | --- |
| 1 | C=CCOC(=O)C1=C(C)NC(=O)NC1c1cc(Cl)cc(Cl)c1OC (configuration not stated) | 5 | 4 | 8 | -0.2 | 4 | 2.8 | -3 | 0 | -1 |
| 2 | COc1cccc(OCCCN2CCCCCC2)c1 | -5 | 0 | -15 | 9.8 | 2 | -1.9 | -13 | -4 | -3 |
| 3 | Cc1ccccc1Cn1c(=O)n(CCC(=O)NCc2ccc3c(c2)OCO3)c(=O)c2ccccc21 | -2 | 3 | -9 | -1.2 | 4 | -0.8 | 1 | 4 | -2 |
| 4 | COc1cccc(C2=NOC(C(=O)Nc3ccc(C(C)=O)cc3)C2)c1 (configuration not stated) | 2 | -1 | 1 | -0.4 | -1 | -1.4 | -4 | 1 | -2 |
| 5 | O=C(Nc1ccc(O)cc1)C1CC=CCC1 (configuration not stated) | -7 | -100* | 5 | 0.9 | 4 | -0.1 | -1 | 8 | 0 |
| 6 | COc1ccc(NC(=O)CN2CCC(NC(=O)C3CCCCC3)CC2)cc1 | -1 | -2 | 12 | -0.1 | -1 | -0.1 | -14 | -6 | 14 |
| 7 | CCCNC(=O)CNC(=S)N(Cc1ccccc1F)C1CCCCC1 | -2 | -10 | . | . | 0 | -1.1 | . | 8 | -2 |
| 8 | Cc1cc(C)c2cc(C#N)c(N3CCCN(C(=O)c4cnccn4)CC3)nc2c1 | -1 | 6 | -8 | -0.5 | 2 | -0.4 | 1 | -7 | 3 |
| 9 | Cc1cccc(Oc2nc3c(C)cccn3c(=O)c2/C=C(\C#N)c2nc3ccccc3[nH]2)c1 | -5 | -22 | 7 | -0.2 | 3 | 0.9 | . | -1 | -3 |
| 10 | CCOC(=O)C1=C(C)NC(C)=C(C(=O)OCC)C1C(=O)OCC(=O)N(C)C | -2 | -60* | 4 | 1.3 | 0 | -0.2 | -8 | -7 | 17 |
| 11 | CC1CCN(C(=O)Cn2cc(C(=O)c3ccco3)c3ccccc32)CC1 | 2 | 6 | 12 | 0.3 | -1 | -0.1 | -6 | -7 | 6 |
| 12 | COc1cc(OC)c2ccc(=O)oc2c1C(CC(=O)N1CCCC1)c1ccc2c(c1)OCO2 (configuration not stated) | -1 | 8 | 12 | 0.3 | 3 | -0.4 | 3 | . | -2 |
| 13 | O=C(CN1C(=O)C2CCCCC2C1=O)OCn1nnc2ccccc2c1=O (configuration not stated) | -5 | -10 | 5 | 3.7 | 3 | 0.8 | -31 | -35 | 1 |
| 14 | Cc1cccc(C)c1N=Cc1c(C(F)(F)F)[nH][nH]c1=O | -5 | -5 | 2 | -0.2 | 3 | 0.2 | -15 | 3 | 0 |
| 15 | O=C(Cc1cccs1)NCCSc1c(-c2ccc(Cl)cc2)[nH]c2ccccc12 | -4 | -25 | -6 | 0.1 | 0 | 0.0 | -16 | 4 | 6 |
| 16 | CN(C)c1nc(C(=O)O)nc(N2CCOCC2)n1 | 2 | -4 | -3 | 5.4 | 2 | 0.1 | -6 | -6 | -1 |
| 17 | CCCN(CCC)c1cc(C)nc2nc(-c3ccc(Cl)cc3)nn12 | 2 | 0 | 4 | -0.2 | -1 | -0.2 | . | . | 8 |
| 18 | Cc1ccccc1CSc1cn(CC(=O)N2CCCCCC2)c2ccccc12 | 0 | -1 | -6 | . | 7 | 0.8 | . | -30 | -1 |
| 19 | CCCc1ccc(NS(=O)(=O)c2c(C)oc(C)c2C(=O)OC)cc1 | 5 | 7 | -16 | 1.2 | 5 | -0.1 | -6 | -7 | -2 |
| 20 | CC(=O)c1cccc(NC(=O)COC(=O)c2ccc3c(c2)OCCO3)c1 | 3 | -10 | -10 | -0.2 | 5 | -0.7 | 39* | -18 | 2 |
| 21 | CCCc1ccc(-c2cc(C(=O)N/N=C/c3ccc([N+](=O)[O-])o3)c3ccccc3n2)cc1 | 1 | 7 | . | . | 4 | 0.7 | . | -35 | -8 |
| 22 | CCN(C(=O)CSc1nnc(-c2ccccc2)o1)c1c(N)n(Cc2ccccc2)c(=O)[nH]c1=O | -8 | -17 | 8 | -0.3 | 1 | 0.4 | -13 | -18 | 2 |
| 23 | Fc1ccc(/C=N/c2c(-c3ccc(F)cc3)nc3n2CCS3)cc1 | -7 | 0 | -5 | 0.5 | 1 | 0.2 | 11 | -4 | 4 |
| 24 | O=C(CCS(=O)(=O)c1ccccc1)Nc1ccccc1F | -7 | 16 | -16 | 1.1 | 3 | 0.2 | -2 | -3 | 3 |
| 25 | COc1cccc(/C=N/NC(=O)CO/N=C(\C)c2cccs2)c1OC | -4 | 6 | . | . | 11 | 1.4 | . | -11 | 8 |
| 26 | O=C(Nc1nnc(-c2cccc(F)c2)s1)Nc1ccccc1F | 1 | -4 | -8 | 0.8 | 3 | 1.3 | 4 | 0 | 2 |
| 27 | CC1CCN(c2nc(-c3ccc(C(C)(C)C)cc3)nc3ccccc23)CC1 | 2 | 7 | -1 | -1.2 | 6 | 0.4 | . | 1 | 5 |
| 28 | CCc1ccccc1Nc1nc(N)nc(COC(=O)CCC(=O)c2ccc(F)cc2)n1 | -2 | -8 | 0 | 0.0 | 0 | 0.6 | 11 | -13 | 8 |
| 29 | COc1ccc(CCNC(=O)CCn2c(=O)c3ccccc3n(CC(=O)Nc3ccccc3F)c2=O)cc1OC | 0 | -4 | . | . | 0 | 1.2 | . | . | 7 |
| 30 | O=C(NCCCCc1ccccc1)C12CN(Cc3ccccc3)CC1C(c1ccc([N+](=O)[O-])cc1)=NO2 (configuration not stated) | -2 | -18 | . | . | 4 | -0.1 | . | . | 11 |
| 31 | Cc1cccc(C(=O)NCC(=O)OCc2cc(=O)n3ccsc3n2)c1 | -4 | -11 | 0 | -0.1 | 2 | 0.3 | 11 | -6 | 0 |
| 32 | COc1ccccc1CNc1ncnc2c1c(-c1ccccc1)cn2-c1cccc(C)c1 | -2 | -3 | -14 | -0.2 | 4 | 0.8 | . | -9 | 2 |
| 33 | COC(=O)C(COC(=O)c1c(F)cccc1F)NC(=O)c1c(F)cccc1F (configuration not stated) | 8 | -7 | 3 | 0.1 | 4 | 0.3 | 13 | -2 | -3 |
| 34 | O=c1oc2ccccc2c(N2CCCC2)c1CN1CCCC1 | 0 | -3 | -7 | -0.8 | 1 | 0.4 | -11 | -12 | -4 |
| 35 | CCOC(=O)C(C)Sc1nnc(-c2ccccc2O)n1-c1ccc(C)cc1 (configuration not stated) | -5 | -4 | -3 | 0.9 | 0 | -0.1 | -15 | 2 | -14 |
| 36 | Cc1nc2sccc2c(=O)n1-c1cccc(Cl)c1 | 5 | -6 | 17 | -0.6 | 1 | -0.8 | -3 | 0 | 2 |
| 37 | CCC(c1nnnn1C(C)(C)C)N(Cc1ccco1)Cc1cc2cccc(C)c2[nH]c1=O (configuration not stated) | 4 | 12 | 17 | -0.3 | 5 | -0.7 | 5 | -5 | 7 |
| 38 | CCCN(CCC)Cc1c(C(=O)N/N=C/c2ccco2)nnn1-c1nonc1N | -4 | -6 | -10 | -0.2 | 1 | 0.6 | 1 | -4 | 5 |
| 39 | Cc1cc(NC(=O)COc2ccccc2C#N)no1 | . | -2 | -1 | 0.7 | 1 | -0.2 | 11 | 2 | -2 |
| 40 | Cc1cccc2c(=O)cc(C(F)(F)F)[nH]c12 | 0 | -1 | -4 | 0.9 | 8 | 1.6 | 2 | -9 | 0 |
| 41 | COc1ccc(C(=O)Nc2ccc(CN3CCOCC3)cc2)cc1Br | 4 | 8 | -2 | -0.7 | 5 | 1.4 | 8 | 4 | 9 |
| 42 | COc1cccc2c(=O)cc(C)n(CC(=O)Nc3ccc(C)c(C)c3)c12 | -7 | -15 | . | 2.6 | 8 | 0.1 | 18 | -16 | -2 |
| 43 | CCc1ccc(NC(=O)c2cc(-c3ccc(OC)cc3)on2)cc1 | -1 | 1 | . | . | 3 | 0.7 | . | 4 | 2 |
| 44 | O=C(COc1ccc(Br)cc1)NCCCNC(=O)c1cccnc1 | -3 | -2 | -3 | 0.3 | 0 | 0.1 | 3 | 14 | 2 |
| 45 | CC(C)[C@H](NC(=O)[C@H](Cc1ccccc1)n1c(=O)[nH]c2ccccc2c1=O)C(=O)N1CCC[C@H]1C(=O)O | -2 | 1 | 3 | -0.1 | 2 | -0.5 | 6 | . | 2 |
| 46 | Cc1cccc(NC(c2cccc(Cl)c2)c2ccc3cccnc3c2O)n1 (configuration not stated) | -2 | 1 | -4 | 0.9 | 3 | 0.9 | . | -5 | 7 |
| 47 | COc1ccc(C2C(=O)N(C3CCCCC3)CC(=O)N2Cc2ccccc2Cl)cc1OC (configuration not stated) | 0 | -14 | 1 | -1.4 | -5 | -1.1 | . | -5 | -4 |
| 48 | O=C(NNS(=O)(=O)c1cc(Cl)c(Cl)cc1Cl)c1cccnc1 | -1 | 10 | -8 | 1.1 | 0 | 0.5 | -6 | 0 | -1 |
| 49 | COc1cc(OC)c(OC)cc1/C=C1/C(=O)N=C(N)N1C | 6 | -1 | 8 | 3.5 | 4 | 1.6 | 21 | -1 | 2 |
| 50 | O=C(O)CN1C(=O)SC(Nc2ccccc2C(=O)O)C1=O (configuration not stated) | -2 | 3 | -2 | 0.5 | 0 | 1.1 | 4 | 14 | 0 |
| 51 | COc1ccc(/C=C(/NC(=O)c2ccccc2)C(=O)NCc2ccncc2)cc1 | 7 | 2 | -2 | 1.4 | 1 | 0.1 | 4 | -3 | -1 |
| 52 | O=C(COc1ccccc1Cl)NNC(=O)c1cc(S(=O)(=O)N2CCOCC2)ccc1N1CCCC1 | -14 | -32* | 6 | -0.5 | 1 | 0.3 | -17 | -2 | -7 |
| 53 | O=C(NCC1CCCO1)C(c1ccc(N2CCOCC2)cc1)N(C(=O)Cn1nnc2ccccc21)c1ccccc1F (configuration not stated) | -10 | 13 | -2 | 3.7 | 2 | 0.1 | -4 | 0 | 3 |
| 54 | COc1cc(NC(=O)C2=C(N3CCOCC3)/C(=C/c3ccc(Cl)cc3)CC2)cc(OC)c1OC | 18 | 7 | -8 | 0.3 | 1 | 0.0 | 18 | -3 | 0 |
| 55 | COc1cc(-c2nnc(SCC(=O)NC(C)C)o2)cc(OC)c1OC | 2 | -11 | 3 | 0.4 | 3 | -0.6 | . | -1 | -4 |
| 56 | COc1cc(C(=O)NCc2nnc(SCC(=O)N3CCc4ccccc43)o2)cc(OC)c1OC | -14 | 20 | 6 | 0.1 | 4 | -0.8 | -2 | 2 | 0 |

Complete entries as entered above. Order of screens: D1 potentiator	D1 antagonist	D2 PAM	D2 ag	D1 ag	TRHR ag	D2 antagonist	RXFP1 antag	TRHR enhancer
`COc1cc(-c2nnc(SCC(=O)NC(C)C)o2)cc(OC)c1OC` across the screens: 2	-11	3	0.4	3	-0.6	.	-1	-4
`CCOC(=O)C(C)Sc1nnc(-c2ccccc2O)n1-c1ccc(C)cc1` (configuration not stated) across the screens: -5	-4	-3	0.9	0	-0.1	-15	2	-14
`COc1cc(OC)c(OC)cc1/C=C1/C(=O)N=C(N)N1C` across the screens: 6	-1	8	3.5	4	1.6	21	-1	2
`O=C(NCC1CCCO1)C(c1ccc(N2CCOCC2)cc1)N(C(=O)Cn1nnc2ccccc21)c1ccccc1F` (configuration not stated) across the screens: -10	13	-2	3.7	2	0.1	-4	0	3
